# Bioassay records as filed in PubChem.
# FXIa inh = factor XIa (human) inhibition | inhibition, % at 5 µM | 220,000 tested, 0.14% active | purified FXIa, Boc-Glu-Ala-Arg-AMC fluorogenic substrate | AID 798 | P03951;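 active = inhibition of at least 40%; inactive = inhibition below 40%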;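 also: fluorescence of freed AMC excited at 355 nm; 0% = enzyme without compound and 100% = no enzyme blank; many of its hits are not listed in these tables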
# Target sequence (P03951 19-387 limits assumed): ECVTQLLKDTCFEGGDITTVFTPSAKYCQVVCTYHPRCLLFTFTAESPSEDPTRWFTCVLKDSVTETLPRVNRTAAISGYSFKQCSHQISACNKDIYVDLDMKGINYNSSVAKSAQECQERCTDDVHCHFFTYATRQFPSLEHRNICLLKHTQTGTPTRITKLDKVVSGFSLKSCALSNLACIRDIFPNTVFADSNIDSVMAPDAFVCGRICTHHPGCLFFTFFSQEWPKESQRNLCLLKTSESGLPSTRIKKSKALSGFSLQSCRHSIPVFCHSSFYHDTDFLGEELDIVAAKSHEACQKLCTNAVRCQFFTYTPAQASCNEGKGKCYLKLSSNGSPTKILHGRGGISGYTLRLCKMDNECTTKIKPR
# Target sequence (P03951 388-625 limits assumed): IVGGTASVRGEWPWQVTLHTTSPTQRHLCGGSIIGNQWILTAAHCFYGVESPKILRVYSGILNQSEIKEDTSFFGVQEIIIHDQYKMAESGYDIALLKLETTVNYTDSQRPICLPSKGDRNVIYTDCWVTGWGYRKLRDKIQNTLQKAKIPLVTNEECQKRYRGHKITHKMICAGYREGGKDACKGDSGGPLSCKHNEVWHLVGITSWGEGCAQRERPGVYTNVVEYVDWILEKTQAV
# Wee1 stabilizer = human Wee1 degradation inhibition, primary screen; P30291; HeLa Luc-Wee1K328M stability, luciferase luminescence; 100% = proteasome inhibitor MG132 effect; reporter increase, % at 5 µM; 220,000 tested, 1.2% active;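 active = activation above the mean of all tested compounds plus 3 SD, set per screening run, cut at about 8.8% in these data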;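 also: cells exposed to compound for 20 h before luminescence read; 0% = DMSO alone and 100% = MG132 at 30 µM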
# CHOP inh = blocks CHOP induction under ER stress; CHO-K1 CHOP-promoter luciferase, tunicamycin-induced, 15-18 h; inhibition, % at 10 µM; 220,000 tested, 3.8% active; AID 2732;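 active = compounds that reduced the stress-induced luciferase reporter signal by more than about 70% of percent inhibition, limit read from the data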;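 also: 0% = tunicamycin plus vehicle and 100% = wells without tunicamycin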
# EP2 antag = inhibitors of human EP2 prostaglandin E2 receptor; 260,000 tested, 0.52% active; C6 glioma cells expressing human EP2, cAMP TR-FRET; cells stimulated with saturating PGE2; inhibition, % at 25 µM;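 active = percent inhibition above 40 after rounding to a whole number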;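 also: rat C6 glioma host cells with rolipram phosphodiesterase inhibitor present; the protocol text gives 20 µM as final concentration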
# Target sequence (P43116 whole entry, looked up): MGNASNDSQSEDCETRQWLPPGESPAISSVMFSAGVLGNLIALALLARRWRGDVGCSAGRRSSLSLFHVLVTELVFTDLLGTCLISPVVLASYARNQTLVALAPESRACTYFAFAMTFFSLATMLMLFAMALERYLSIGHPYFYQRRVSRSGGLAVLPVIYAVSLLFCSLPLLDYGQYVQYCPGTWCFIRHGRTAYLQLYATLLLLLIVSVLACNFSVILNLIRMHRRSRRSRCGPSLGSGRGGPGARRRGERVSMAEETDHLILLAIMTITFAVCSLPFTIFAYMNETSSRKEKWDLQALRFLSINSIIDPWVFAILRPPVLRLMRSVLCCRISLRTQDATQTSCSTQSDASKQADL
# TNF death inh = TNF-alpha cell death inhibition in Jurkat FADD-/- cells | 220,000 tested, 0.068% active | Jurkat FADD-/- TNF necroptosis rescue, ATP luminescence, 24 h; 0 = TNF only, 100 = no-TNF cells | AID 463075 | activation (protection from cell death), % at 10 µM;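 active = activation, meaning protection from cell death, of at least 50% relative to plate controls; inactive = activation below 50%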;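 also: necroptosis triggered by 40 ng/mL TNF-alpha added together with compound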
# zVAD death inh = L929 zVAD cell death inhibition | L929 zVAD necroptosis rescue, ATP luminescence, 24 h; with zVAD 60 µM | viability rescue, % at 10 µM | 220,000 tested, 0.38% active | AID 1377;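 active = activation, scaled between plate controls, above about 75%, limit read from the data; inactive = activation under that limit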;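 also: 0% = zVAD with DMSO and 100% = DMSO alone without zVAD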
# FXIIa inh 1536 = factor XIIa (human) inhibition; P00748; purified FXIIa, Boc-QGR-AMC fluorogenic substrate, 2 h; inhibition, % at 5 µM; 220,000 tested, 0.3% active; AID 800; in the data active = inhibition above about 40%;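 also: 0% = enzyme with no compound and 100% = blank without enzyme; many of its hits are not listed in these tables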
# PPC-1+TRAIL kill = kills PPC-1 cancer cells in the presence of TRAIL | AID 1443 | cell killing (% activity), % at 4 µM | PPC-1 cells + TRAIL, ATPLite viability luminescence | 220,000 tested, 0.41% active;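 active = cell killing above 50% in the first pass at 4 µM, then a duplicate retest at 5 µM averaging 50% or more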;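 also: plate controls were cells with TRAIL plus DMSO for no effect and medium-only wells lacking cells for full effect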
# Tb hexokinase = blocks Trypanosoma brucei hexokinase 1 activity | 220,000 tested, 0.11% active | recombinant TbHK1, G6PDH-coupled NADH A340 | inhibition, % at 10 µM | AID 1430;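 active = inhibition of 50% or more in the single-dose primary screen; inactive = inhibition below 50%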
# Starred values were filed as active, the others as inactive; nt = no result given; & = joins results of further samples. These rows are one share of the data; count on the stated rates, not on these rows.
SMILES,FXIa inh,Wee1 stabilizer,CHOP inh,EP2 antag,TNF death inh,zVAD death inh,FXIIa inh 1536,PPC-1+TRAIL kill,Tb hexokinase
O=C(OC1CCOC1=O)c1ccc2ncsc2c1 (stereo not given),0.3,-3.2,-23.2,6.2,0.4,1.7,0.2,18.9,1.8
CC(C)c1ccc(/C=C/c2ccc(=O)n(C)n2)cc1,-5.4,6.6,28.5,7.5,-4.1,4.3,-7.7,38.6,-12.8
CCOC(=O)C1CCN(C(c2ccc(OC)c(OC)c2)c2sc3nc(C)nn3c2O)CC1 (stereo not given),2.1,0.4,28.0,5.5,1.1,3.2,7.8,22.1,-7.9
O=C(Nc1ccc(Oc2cccnc2)cc1)c1ccccc1F,-6.4,2.2,-1.2,6.7,-3.8,-0.1,5.9,11.3,0.9
COc1ccc(C2C(C(=O)c3sc(C)nc3C)=C(O)C(=O)N2CCN2CCOCC2)cc1 (stereo not given),-0.6,-1.8,-2.3,10.3,-0.8,0.0,3.9,7.5,-18.0
CCOC(=O)c1sc2cc([N+](=O)[O-])cc(SCC(=O)OC)c2c1N,10.8,2.5,20.0,0.7,-2.0,-0.7,31.5,3.1,-8.9
Cc1cccc(OCC(=O)Nc2cccc(O)c2)c1,6.3,-2.2,23.6,2.2,-2.3,-0.5,-1.2,12.1,-2.7
CC1=Nc2ccc(C)c3nc(C)cc(c23)N1c1ccc(C)cc1,8.7,-2.0,12.5,10.8,-7.4,-0.1,12.8,nt,-16.0
COc1ccc(NC(=S)NC23CN4CN(CN(C4)C2)C3)cc1,0.5,0.3,14.9,10.1,1.2,0.7,12.8,18.2,-3.1
Cc1ccc(C(=O)Nc2nc(=O)n(C(=O)CC(C)C)s2)cc1,-2.8,0.2,62.6,23.2,-6.5,0.5,3.4,13.2,-5.8
COCCNC(=O)CSc1nc2cc3c(cc2c(=O)n1CCCC(=O)NCCc1ccc(OC)c(OC)c1)OCO3,-1.1,7.5,4.7,1.4,0.7,2.8,4.3,nt,2.0
CN(CCCN1CCOCC1)Cc1nc(-c2ccccc2)no1,-0.5,-1.6,-8.2,1.4,1.0,0.5,5.6,13.8,0.5

# Part of the list above, with each value named:
COc1ccc(C2C(C(=O)c3sc(C)nc3C)=C(O)C(=O)N2CCN2CCOCC2)cc1 (stereo not given)
  FXIa inh: -0.6
  Wee1 stabilizer: -1.8
  CHOP inh: -2.3
  EP2 antag: 10.3
  TNF death inh: -0.8
  zVAD death inh: 0.0
  FXIIa inh 1536: 3.9
  PPC-1+TRAIL kill: 7.5
  Tb hexokinase: -18.0

O=C(Nc1ccc(Oc2cccnc2)cc1)c1ccccc1F
  FXIa inh: -6.4
  Wee1 stabilizer: 2.2
  CHOP inh: -1.2
  EP2 antag: 6.7
  TNF death inh: -3.8
  zVAD death inh: -0.1
  FXIIa inh 1536: 5.9
  PPC-1+TRAIL kill: 11.3
  Tb hexokinase: 0.9

# (cont.)
SMILES,FXIa inh,Wee1 stabilizer,CHOP inh,EP2 antag,TNF death inh,zVAD death inh,FXIIa inh 1536,PPC-1+TRAIL kill,Tb hexokinase
O=C(C1=C[C@@H](C2CCCCC2)C[C@@H](OCCCCO)O1)N1CCN(Cc2ccc3c(c2)OCO3)CC1,1.2,-1.0,28.4,11.1,0.4,0.1,8.6,2.3,-14.8
NC(=O)[C@@H]1CCCNc2c(I)cc([N+](=O)[O-])cc2C(=O)N[C@@H](CO)C(=O)N[C@@H](Cc2ccc(O)cc2)C(=O)N1,9.2,-1.6,-7.4,4.6,0.4,1.8,15.3,-3.6,-5.6
CCOC(=O)CCCCC(=O)c1[nH]c(=O)[nH]c1CN1CCOCC1,2.4,0.9,23.2,1.1,2.4,1.0,3.7,-13.2,12.4
CCC(C(=O)NC1CCCC1)N(C(=O)Cn1nnc(-c2ccc(OC)c(OC)c2)n1)C1CCCCC1 (stereo not given),-3.5,-0.6,13.0,6.5,0.1,-0.4,12.8,12.5,-1.6
COc1ccc(N/C=C(\C#N)c2nc3ccccc3n2C)c(OC)c1,9.4,-1.4,1.7,5.8,-6.9,4.9,20.5,21.0,-14.8
CNc1nc(-c2cccs2)cc(C(F)(F)F)c1C#N,-4.2,7.6,-25.6,10.3,4.5,0.1,-6.1,-3.8,-3.4
C#CCOCCOCCOCCNc1nc(N2CCN(C(=O)C([C@@H](C)CC)n3cc(C(N)CO)nn3)CC2)nc(N2CCN(C(=O)[C@H](CCC(=O)O)n3cc(C(N)Cc4ccc(O)cc4)nn3)CC2)n1 (stereo not given in full),-1.1,nt,15.6,18.1,4.4,0.8,4.5,4.4,-16.5
COc1ccc(OC)c(S(=O)(=O)N2CCC(C(=O)N3CCN(Cc4ccccc4)CC3)CC2)c1,1.4,0.0,35.0,9.3,-0.4,0.5,11.2,-12.2,-2.1
CC(=O)c1sc(NC(=O)c2cccnc2Cl)nc1C,1.5,0.2,-19.1,11.3,-0.1,4.7,10.9,4.6,-28.9
Cc1ccccc1NC(=S)N(CCCN1CCOCC1)Cc1cccnc1,-0.8,-0.5,13.2,13.4,0.2,0.8,3.4,6.6,-4.5
CN(C)CCN1C(=O)C(=O)/C(=C(/O)c2ccc(F)cc2)C1c1ccccc1 (stereo not given),-3.9,-2.6,42.7,10.0,-0.3,0.0,-16.0,0.9,-21.2
Cc1cc2oc(=O)cc(COC(=O)c3n[nH]c4ccccc34)c2cc1C,1.6,1.2,43.1,nt,-2.2,-0.4,6.6,9.2,-5.5
CN1CCN(C(=O)CC2C(=O)NCCN2Cc2ccc(-c3ccccc3)cc2)CC1 (stereo not given),0.9,0.2,-4.8,9.7,-0.1,0.1,12.8,7.2,2.9
Cc1ccccc1N1CC(c2nc3ccccc3[nH]2)CC1=O (stereo not given),23.8,-1.2,-16.7,3.7,1.3,0.1,-11.3,7.8,0.3
Cn1ccnc1SCC(=O)c1ccc2ccccc2c1,3.0,0.3,-9.2,5.7,0.2,-0.1,4.2,3.7,-7.9
O=C(N/N=C/c1cccc([N+](=O)[O-])c1)c1cccs1,-2.0,2.7,-19.1,3.5,3.0,1.9,12.4,33.0,-1.8
COc1ccccc1N1CCN(S(=O)(=O)c2ccc3c(c2)n(C)c(=O)n3C)CC1,-2.1,-0.3,30.6,8.0&5.3,-2.9,0.0,10.1,20.1,2.3
O=C1CC(c2cccc([N+](=O)[O-])c2)c2ccc3ccccc3c2N1 (stereo not given),4.8,0.0,45.1,4.6,-4.0,0.0,14.9,-0.6,-1.0
Cc1[nH]oc(=O)c1N=Nc1ccccc1,6.5,-2.5,15.9,4.9,-0.2,0.2,7.6,12.5,-20.7
COc1ccccc1CN(C)CC(=O)Nc1ccc(Cl)cc1F,2.9,-2.2,15.7,3.1,-0.5,1.1,8.1,-9.6,11.8
Fc1cccc(NC(=S)NCC(c2cccnc2)N2CCOCC2)c1 (stereo not given),5.2,-2.4,21.4,6.2,-2.3,0.7,9.9,-1.5,5.0
CC(C)NC(=O)Cn1c(SCC(=O)c2ccc(F)cc2)nc2ccccc21,-5.4,3.2,-6.2,11.2,0.4,0.1,2.8,19.1,2.6
Cc1nnsc1C(=O)Nc1ccc(Cl)cc1Cl,8.7,2.9,-2.2,12.2,0.7,0.1,-11.4,2.8,6.4
O=C(CSc1ccccc1)N/N=C/c1ccccc1O,-1.5,1.7,34.3,5.6,-9.8,53.4,7.1,29.7,-7.1

# Three compounds drawn at random from the list so far, as already listed:
SMILES,FXIa inh,Wee1 stabilizer,CHOP inh,EP2 antag,TNF death inh,zVAD death inh,FXIIa inh 1536,PPC-1+TRAIL kill,Tb hexokinase
O=C(CSc1ccccc1)N/N=C/c1ccccc1O,-1.5,1.7,34.3,5.6,-9.8,53.4,7.1,29.7,-7.1
Cc1nnsc1C(=O)Nc1ccc(Cl)cc1Cl,8.7,2.9,-2.2,12.2,0.7,0.1,-11.4,2.8,6.4
COc1ccccc1CN(C)CC(=O)Nc1ccc(Cl)cc1F,2.9,-2.2,15.7,3.1,-0.5,1.1,8.1,-9.6,11.8

# Next compounds follow:
SMILES,FXIa inh,Wee1 stabilizer,CHOP inh,EP2 antag,TNF death inh,zVAD death inh,FXIIa inh 1536,PPC-1+TRAIL kill,Tb hexokinase
CC(C)c1onc(C(=O)NCc2ccc(F)cc2)c1[N+](=O)[O-],-1.8,-3.0,0.3,5.5,0.7,-0.1,10.6,6.9,19.8
Cc1ccc(C2CC(=O)Oc3cc(O)ccc32)cc1 (stereo not given),-8.4,-0.9,-1.2,7.0,0.6,0.8,4.2,19.0,3.6
Cc1ccc(N2C(=O)C3Sc4[nH]c(=O)sc4C(c4ccccc4)C3C2=O)cc1 (stereo not given),-0.8,2.9,9.9,9.8,-0.9,-0.1,12.6,9.5,-3.3
O=S(=O)(c1ccc(Oc2ccccc2)cc1)N1CCOCC1,1.8,-0.2,0.8,4.0,0.1,-0.3,8.2,0.8,-0.5
COc1ccc2cc(CN(CC3CCCO3)C(=S)NCc3ccco3)c(=O)[nH]c2c1 (stereo not given),-1.1,1.4,20.4,10.8&13.5,1.0,0.2,7.5,27.8,-15.2
O=C(CSc1nc(-c2ccccc2)cs1)Nc1nccs1,8.4,-1.1,48.0,7.8,-0.1,0.3,13.2,16.0,-9.9
CCN(CC)S(=O)(=O)c1cccc(C(=O)OCC(=O)N2CC(=O)Nc3ccccc32)c1,-1.9,-4.2,-2.5,9.2,-1.8,-0.1,12.2,24.2,1.5
CCCCCC(=O)Nc1c(-c2cccs2)c(=O)c2ccccc2n1C,1.7,3.1,1.8,11.9,0.8,-0.5,9.8,12.2,-2.2
Cc1nc(Nc2cccc(C(C)O)c2)c2nnn(Cc3ccccc3F)c2n1 (stereo not given),0.8,-0.5,13.0,7.0,0.8,22.4,7.1,17.6,-3.4
CCS(=O)(=O)N1CCC(C(=O)NCc2cc(OC)ccc2OC)CC1,-0.7,-1.7,3.7,3.2,1.0,0.3,5.1,15.9,-3.3
Cc1ccnc(SCC(=O)Nc2sc3c(c2C#N)CCCC3)n1,3.1,-1.1,nt,13.1&18.6,-7.7,-0.2,5.8,8.2,-10.0
O=C(Cn1nc(C(F)(F)F)c2c1CCCC2)Nc1ccc2c(c1)OCO2,1.0,-0.8,45.6,8.7,-2.8,0.1,-0.3,7.3,5.6
COC(=O)C1CCN(C(=O)NC(C)(C)C)CC1,8.0,1.6,5.2,15.1,-2.0,-0.2,-10.4,16.2,2.6
COc1ccc2cc(C(=O)C3CCCN(Cc4ccccn4)C3)ccc2c1 (stereo not given),-5.5,-1.0,-7.4,5.1,1.2,-1.7,6.6,2.1,-1.6
CCS(=O)(=O)N1CCC(C(=O)NCc2ccco2)CC1,-2.8,-1.6,0.9,12.0,-1.1,0.1,5.4,9.2,3.6
CSc1ccc(S(=O)(=O)NC(C)c2ccccc2)cc1 (stereo not given),-5.8,6.5,-0.7,3.9,1.7,0.3,0.8,28.0,0.9
COc1cc(OC)cc(C(=O)NC2CCSC2=O)c1 (stereo not given),2.6,11.5*,21.2,8.7,-3.4,0.0,12.8,-9.3,2.0
CC(=O)N1CCN(Cc2cc(=O)n3cc(Cl)c(C)c(Cl)c3n2)CC1,-7.4,-1.3,28.7,15.7,1.1,1.7,12.4,6.6,-26.8
c1ccc(CNc2ncnc3nc[nH]c23)nc1,-11.8,0.4,-6.6,8.4,0.2,0.9,-3.4,10.3,6.9
CS(=O)(=O)N1CCN(c2ccc(NC(=O)Cc3ccccc3)cc2)CC1,-0.6,-1.0,8.8,9.1&11.3,2.2,-0.6,-12.9,10.2,-3.0
c1ccc(-n2cc(CNCCc3cscn3)c(-c3ccc4c(c3)OCO4)n2)cc1,-5.4,1.3,-23.9,8.4,6.8,-1.0,1.6,2.8,13.2
CCN(CC)CCNC(=O)Cn1c(C)cc2ccccc2c1=O,-15.0,-3.5,-1.5,10.9,0.6,0.4,5.5,0.7,-12.5
COC(=O)Cn1nc(-c2ccccc2)c2ccccc21,-0.8,-2.0,33.2,9.2,0.5,-0.1,9.5,nt,1.2
